# Bioassay records deposited in PubChem BioAssay by several laboratories.
# MOR-DOR ag = OPRM1-OPRD1 heterodimerization agonism; cells, luminescence; activation, % at 9.3 µM; AID 504326; hit rate 0.3% among 340,000; in the data active = activation above about 18%;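 also: 0% = vehicle-treated cells and 100% = reference agonist; values of inactives mirror those of a sister screen read the other way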
# HTR5A inv ag = inverse agonist of human HTR5A in OPRM1-OPRD1 counter-screen; P47898; HTR5A cell line, luminescence, inverse agonism; inhibition, % at 9.3 µM; hit rate 0.083% among 340,000; in the data active = inhibition mostly above about 23%, no sharp cut-off; inactive = mostly below about 18%;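 also: 0% = cells with DMSO and 100% = no-cell wells with DMSO; some compounds called inactive have numbers as strong as hits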
# Target sequence (P47898 whole entry, looked up): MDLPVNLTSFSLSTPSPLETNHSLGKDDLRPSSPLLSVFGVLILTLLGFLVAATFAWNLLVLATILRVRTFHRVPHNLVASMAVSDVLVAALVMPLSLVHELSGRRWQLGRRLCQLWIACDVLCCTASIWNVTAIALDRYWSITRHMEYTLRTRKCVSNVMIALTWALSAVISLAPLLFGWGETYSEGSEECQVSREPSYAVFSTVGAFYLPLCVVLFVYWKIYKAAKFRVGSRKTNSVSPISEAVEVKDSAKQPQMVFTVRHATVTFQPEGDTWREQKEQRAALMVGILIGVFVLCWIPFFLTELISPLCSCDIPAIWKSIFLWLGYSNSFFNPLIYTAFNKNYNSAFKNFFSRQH
# PfHsp90 yeast 2 = inhibits growth of yeast expressing Plasmodium falciparum Hsp90. inhibition, % at 9.4 µM. hit rate 0.32% among 310,000. S. cerevisiae expressing PfHsp90, BacTiter-Glo ATP, 48 h; yeast lacking PDR1 and PDR3 efflux regulators;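 active = every replicate shows inhibition above about 80%, whatever the replicate mean, limit read from the data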;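 also: 0% = DMSO neutral controls and 100% = 20 µM radicicol positive controls; yeast relying on Plasmodium falciparum Hsp90 in place of its own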
# Ecoli viability = counter-screen for AddAB inhibitors: E. coli growth inhibition; AID 449728; hit rate 0.27% among 330,000; E. coli V3065 growth, OD600 absorbance, 18 h; inhibition, % at 11.9 µM;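 active = inhibition above the campaign's mean inhibition across all tested compounds plus 3 SD, cut at about 9.9% in these data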;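 also: uninfected addAB+ strain grown without phage in ampicillin broth; 0% = DMSO wells and 100% = ciprofloxacin 0.95 µg/ml wells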
# HTR5A ag = activates human HTR5A in OPRM1-OPRD1 agonist counter-screen. P47898. HTR5A agonist assay, luminescence, cell-based. activation, % at 9.3 µM. hit rate 0.61% among 340,000; in the data active = activation mostly above about 9.5%, no sharp cut-off; inactive = mostly below about 7.6%;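 also: 0% = cells with vehicle only and 100% = reference agonist; strong numbers were not always called active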
# OPRM1-OPRD1 inv = inverse agonist of human OPRM1-OPRD1 heterodimerization. AID 504357. inhibition, % at 9.3 µM. cell-based MOR-DOR heterodimer luminescence, inverse agonism. hit rate 0.21% among 340,000; in the data active = inhibition above about 22%, passing the limit was not always enough;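 also: 0% = cells with DMSO and 100% = wells without cells with DMSO; values of inactives mirror those of a sister screen read the other way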
# Pemphigus Ab inh = inhibitors of pemphigus antibody binding to human desmoglein-3 | P32926 | DSG3-coupled beads, scFv-anti-DSG3-GFP binding, flow cytometry; active compounds read low | binding (percent of control), % at 10 µM | hit rate 0.48% among 310,000;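 active = binding more than 3 SD below its plate's average and above zero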;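 also: hits lower antibody fragment binding to DSG3; some compounds called inactive have numbers as strong as hits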
# AddAB inh = less growth of phage-infected E. coli with AddAB; hit rate 0.29% among 330,000; E. coli expressing H. pylori AddAB, absorbance growth; inhibition, % at 11.9 µM; in the data active = inhibition above about 12%;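 also: 0% = vehicle wells of infected cells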
# phage Ecoli inh = E. coli growth loss with phage present | inhibition, % at 11.9 µM | hit rate 0.26% among 360,000 | AID 651602 | growth absorbance; in the data active = inhibition above about 11%
# PKA-R1A activ = activators of PKA-R1A complex; P00514+P68181; PKA-R1A dissociation, Cy5-IP20 fluorescence polarization; scaled: DMSO 0%, 113 µM cGMP 100%; activation, % at 11.4 µM; hit rate 0.083% among 340,000; AID 504707;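 active = percent activation above the mean of all tested compounds plus 3 SD, cut at about 19% in these data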;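 also: higher means more PKAc released from R1A so a rise in polarization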
# Mot1-301 SUMO = SUMOylation pathway inhibition by Mot1-301 growth rescue; S. cerevisiae Mot1-301 growth rescue, ATP luminescence, 38.5C; percent above DMSO median, 100 means doubled; growth rescue, % at 18.8 µM; hit rate 1% among 320,000; AID 2716;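 active = every valid replicate shows activation above 250% relative to neutral control wells; inactive = the rest, any valid replicate at or below 250%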;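 also: OY570 slx delta 5 strain wells were the positive control but not used for scaling; some compounds called inactive have numbers as strong as hits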
# Starred values were filed as active, the others as inactive; · = not tested or not shown.
SMILES,MOR-DOR ag,HTR5A inv ag,PfHsp90 yeast 2,Ecoli viability,HTR5A ag,OPRM1-OPRD1 inv,Pemphigus Ab inh,AddAB inh,phage Ecoli inh,PKA-R1A activ,Mot1-301 SUMO
COCc1ccc([C@@H]2C[C@H]3CN(Cc4cccc(Cl)c4)C(=O)[C@]34CCCN24)o1,-3.6,7,12,0.2,0,19,96,-0.5,3.1,4,-10
COC(=O)C1CC(Cl)CN1c1ncc(C(F)(F)F)cc1Cl (stereo unspecified),0.8,-2,8,-1.1,1,-4,104,2.2,3.3,0,10
O=C1CSC(=S)N1N=C1CCCCCC1,0.6,-15,-6,1.0,1,-3,99,3.9,4.5,-1,-32
Cn1c(=O)n(CCc2ccccc2)c2ccccc21,-1.5,10,-20,-0.5,-3,8,116,4.8,-0.3,1,-3
COc1cc(NC(=S)Nc2ccccn2)c(OC)cc1Cl,2.1,-11,-5,1.6,4,-11,82,2.1,4.4,-17,14
Cc1cc(C)cc(NC(=O)c2ccc3c(c2)CCN3S(C)(=O)=O)c1,0.2,7,6,-0.3,-2,-1,102,-0.7,1.0,-11,-22
COC(=O)C1(C)NCCc2c1[nH]c1ccccc21 (stereo unspecified),-1.5,-10,-2,0.2,-1,7,102,1.2,2.9,2,6
COC(=O)C1=C(C)N(Cc2ccccc2)C(=NCCc2cccnc2)N[C@H]1c1ccccc1,1.6,6,10,1.5,-2,-9,102,0.6,·,2,0
CC[C@@]12C(=O)N(c3ccc(C)cc3)C(=O)N1[C@H](c1cccc(C)c1)[C@@H]1C(=O)N(Cc3ccccc3)C(=O)[C@@H]12,1.1,-13,-14,2.7,4,-6,108,0.7,0.5,-1,-15
CCN(CC)c1c2c(c(C#N)c3nc4ccccc4n13)CCC2,-2.4,13,·,-0.4,-6,11,107,1.8,1.9,-5,-11
O=C(CCc1ccccc1)NNC(=O)Nc1ccc(Cl)cc1,-2.7,9,-2,-2.1,-3,13,102,-2.1,2.0,0,11
COc1ccc(C(=O)NC(C(=O)NCc2ccccc2OC)C(C)C)cc1 (stereo unspecified),-0.3,6,-17,1.4,4,1,93,0.2,5.9,4,-11
CCOC(=O)Cc1csc(NC(=O)c2ccc(C)cc2)n1,-1.9,3,2,0.4,-1,9,101,2.2,4.9,-5,27
Cn1c(CNC(=O)CNC(=O)Cc2ccc(F)cc2)cc(=O)n(C)c1=O,-3.8,-20,-29,-2.1,-2,19,102,-0.4,0.9,-7,-9
COc1cc(/C=N/NC(=O)c2cccnc2)cc(Br)c1O,-1.8,2,0,2.1,-1,9,112,2.3,2.2,-4,10
CCn1nc(C)c(NC(=O)c2cc(Br)ccc2Cl)c1C,-0.3,7,-17,0.0,1,2,100,2.8,3.6,3,2
Cc1ccc(C2CC2c2n[nH]c(=S)n2-c2cccc(Cl)c2)cc1 (stereo unspecified),0.5,-14,-23,0.3,7,-3,·,6.1,3.6,-1,-5
c1ccc2c(c1)ncn2CCC1CCCCC1,2.8,2,-3,-0.5,3,-15,104,-1.4,0.0,-7,-26
CCOc1ccc(NC(=O)CN(C)C(=O)C2CC2C)cc1OCC (stereo unspecified),-2.1,11,·,·,2,13,96,·,1.1,5,·
O=[N+]([O-])c1ccc(COc2cccc(CNc3ccc(Br)cc3)c2)cc1,1.4,11,16,-0.9,-4,-9,96,-0.3,2.0,-15,0
COc1ccc(CCN(C)C(=O)CN2C(=O)c3ccccc3S2(=O)=O)cc1OC,-2.1,-2,-15,-4.2,-3,11,100,-1.0,0.6,-1,-26
COc1c(NC(C)=O)c2c(c([N+](=O)[O-])c1OC)C(=O)OC2,-3.4,16,·,·,-5,18,94,·,1.9,2,·
CCOC(=O)N1CCC(NC(=O)CS(=O)(=O)Cc2nc(-c3cccc(OC)c3)oc2C)CC1,-1.7,7,-14,-0.8,2,8,127,1.9,0.4,-3,4
CS(=O)(=O)N(CC(=O)N1CCc2ccccc2C1)Cc1ccc(Cl)cc1,-1.1,12,-6,-0.2,2,6,103,-0.3,1.4,2,-19
CCN1CCN(/C=N/c2nc3c(s2)CCCC3)CC1,-1.4,-10,5,1.2,4,8,104,-0.8,-0.2,-4,-4
COc1cc(-c2n[nH]c(=S)n2-c2cccc(C(F)(F)F)c2)cc(OC)c1OC,-2.1,8,-82,0.3,-1,11,119,1.5,0.6,-8,0
Cc1nc2ccc(NC(=O)N3CCSCC3)cc2s1,-1.1,-1,32,0.0,1,6,108,2.2,-0.2,7,302
CC(=NCc1cccc(Cl)c1)c1nc(-c2ccco2)oc1O,0.8,11,4,2.5,6,-4,90,0.6,3.3,-8,-10
CC(C)c1nnc(NC(=O)C2CCCN(C(=O)Nc3ccc(F)cc3)C2)s1 (stereo unspecified),-0.9,9,4,-2.7,-2,6,96,3.4,1.1,-9,184
CCN(CC(=O)Nc1ccc(OC)cc1)C(=O)c1ccc2c(c1)NC(=O)CS2,-2.3,0,-4,·,0,15,101,·,1.8,-8,·
CCN1C(=O)CSc2ccc(C(=O)NCc3ccccc3OC)cc21,-1.6,30,-12,-0.3,-2,9,106,1.0,2.7,9,-1
CCCCc1nc(NCCN2CCOCC2)c(C#N)c2c1COC(C)(C)C2,1.8,-17,-12,1.4,1,-9,106,1.6,0.5,-11,-48
CC1CCN(C(=O)c2ccc(NC(=O)C3CCCO3)cc2)CC1 (stereo unspecified),-2.7,-6,·,0.9,-3,15,98,4.2,2.7,2,-20
Clc1ccccc1C1=Nn2c(nnc2-c2ccco2)SC1,·,·,·,-1.5,·,·,99,-1.8,1.3,·,-9
O=C(NCCN1CCCCC1)Nc1cccc(Cl)c1Cl,0.2,-10,4,·,3,-1,117,·,2.1,5,-6
CCC(=O)NC(=S)Nc1ccc(NC(=O)c2ccco2)cc1,-1.5,2,10,1.5,-1,9,99,3.8,1.4,4,61
COc1cccc(CN2CC(C(=O)N3CCCO3)CCC2=O)c1 (stereo unspecified),0.7,20,2,-1.1,1,-4,97,1.5,-0.2,0,-4
CC(OC(=O)C1CC2CCCC(C1)C2=O)C(=O)Nc1cccc([N+](=O)[O-])c1 (stereo unspecified),-2.2,-18,14,2.8,6,9,·,2.2,8.0,1,-7
CCN1C(=O)C(O)(CC(=O)c2c(C)coc2C)c2ccccc21 (stereo unspecified),-1.2,-1,-13,2.3,0,6,99,2.6,3.3,1,723
CCOC(=O)CC(=O)Nc1ccc(C(=O)OCC)cc1,-2.9,-9,0,1.9,2,12,102,2.2,1.1,-1,2
N#Cc1ccc(C(=O)NNC(=O)c2ccncc2)cc1,-3.9,7,15,-0.3,-1,20,91,1.6,0.7,3,7
Oc1ccc(C[C@H]2CNCCN2CC2(c3ccccc3)CC2)cc1,-0.8,3,0,0.1,0,5,101,0.2,1.1,-1,2
COc1cccc(NC(=O)COC(=O)c2ccccc2SCC(=O)N2CCCC2)c1,0.4,11,8,1.5,-1,-2,101,2.8,-0.6,-2,-10
Cc1cc(OCCOc2cccc3cccnc23)cc(C)c1Cl,8.5,-8,-30,-0.3,-3,-39,118,3.2,0.2,9,8
Cc1nc2sc(C(c3ccccc3)N3CCN(C)CC3)c(O)n2n1 (stereo unspecified),-2.9,-17,-6,0.6,1,16,91,-0.8,3.1,1,-7
COc1ccc(Cl)cc1C(=O)N1CCN(c2ccccn2)CC1,-1.4,-6,-8,-0.2,2,7,97,-1.7,0.5,-3,191
Cc1ccc(N=C2NC(=O)CS2)cc1,-1.1,9,20,-3.2,10,7,·,0.9,4.2,-11,-1
Cc1cccc(C)c1NC(=O)C1c2cccc[n+]2CC(=O)N1Cc1ccc2c(c1)OCO2 (stereo unspecified),-1.2,-24,·,-1.5,2,8,103,0.7,1.4,-2,-12
Cc1ccc(C)c(C2=CSC3=NS(=O)(=O)CCN23)c1,1.4,8,·,1.4,-1,-8,105,-1.1,3.2,1,-4
CC(C)COP(=O)(c1ccc(N(C)C)cc1)C(O)c1ccccc1F (stereo unspecified),-3.6,-6,8,-1.1,2,16,102,-0.4,1.4,-15,-9
O=S(=O)(Nc1cccnc1)c1ccc(Br)c2ccccc12,-2.4,16,-33,-1.6,6,12,118,2.7,2.3,-6,6
c1ccc(CCn2nnnc2C(c2cccs2)N2CCOCC2)cc1 (stereo unspecified),0.1,21,3,-0.6,-2,-1,94,0.5,-0.8,0,37
CN(C)CC/C=C1\c2cc(Cl)ccc2Sc2cc(F)c(F)cc21,2.3,6,12,0.1,6,-11,117,0.2,2.7,-5,-24
CCOc1ccc(N(CC(=O)NC2CCCC2)C(=O)CCC(=O)Nc2nccs2)cc1,-3.3,7,4,1.1,-5,21,94,0.8,1.2,5,15
O=C(NNC(=O)c1ccncc1)Nc1cc(Cl)ccc1Cl,-1.6,-18,-5,·,4,9,107,·,4.7,0,·
COc1ccc2c(c1)c1nc(SCC(C)C)n(CCO)c(=O)c1n2C,0.1,-1,-11,0.8,0,0,104,0.1,2.2,-3,3
COC(=O)c1cn(C(=O)c2ccccc2)c2ccccc12,-0.2,-10,-21,0.3,3,1,82,0.0,4.0,-12,17
Cc1cc2cc(CNC(=O)c3ccc(S(=O)(=O)N4CCCC4)cc3)ccc2n1C,-1.4,2,2,-0.6,-2,8,100,-1.9,2.0,1,20
COc1ccc(CNCc2ccccc2[N+](=O)[O-])cc1OC,-2.5,-28,-10,-0.1,8,12,120,-0.4,1.9,-12,8
Cc1ccccc1N1CCN(C(=S)c2ccc([N+](=O)[O-])cc2)CC1,1.2,1,-8,-1.2,0,-6,102,3.7,3.0,-5,5

# The list goes on.
SMILES,MOR-DOR ag,HTR5A inv ag,PfHsp90 yeast 2,Ecoli viability,HTR5A ag,OPRM1-OPRD1 inv,Pemphigus Ab inh,AddAB inh,phage Ecoli inh,PKA-R1A activ,Mot1-301 SUMO
O=C(CNS(=O)(=O)c1ccccc1)N1CCN(C(=O)c2ccco2)CC1,-3.5,-30,·,-0.3,12,18,102,0.9,2.9,-5,-10
CC(Sc1nnnn1C)C(=O)Nc1ccccc1-c1ccccc1 (stereo unspecified),-1.6,1,-1,1.2,0,9,86,5.4,2.4,-7,-19
N#Cc1c(SCC(=O)N2CCOCC2)nsc1SCC(=O)N1CCOCC1,-1.8,-10,16,-0.9,1,11,99,1.7,1.3,4,-16
CCOC(=O)c1cn(Cc2ccc(C)cc2)nn1,0.3,15,-8,0.7,4,-1,112,3.4,4.6,-14,3
CCCCOc1ccc(-c2n[nH]c(=S)n2Cc2ccccc2)cc1,5.4,1,-14,-0.5,0,-25,98,-0.7,2.2,1,-14
O=C(Nc1cccc(C(F)(F)F)c1)C1CCN(S(=O)(=O)c2cccnc2)CC1,-1.9,0,-1,-1.3,-1,10,95,0.6,2.2,-8,209
COCCCNS(=O)(=O)c1cccc(S(=O)(=O)c2cccc(S(=O)(=O)NCCCOC)c2)c1,-0.9,-6,15,-2.2,2,4,98,-1.0,0.6,5,-4
